From PubChem BioAssay
BioA inh: blocks M. tuberculosis BioA enzyme activity | purified M. tuberculosis BioA enzyme, plate reader | inhibition, % at 9.99 µM | 360,000 compounds, 0.096% hits | AID 602481; in the data active means inhibition above about 40%
* = called active by the depositor.

The opening 11 compounds as a preview:
Screening C[C@H](CO)N1C[C@H](C)[C@H](CN(C)S(=O)(=O)c2cn(C)cn2)OCCCC[C@H](C)Oc2ccc(NC(=O)Nc3ccc(C(F)(F)F)cc3)cc2C1=O returned BioA inh 3.7.
C[C@H]1CN([C@@H](C)CO)S(=O)(=O)c2ccc(-c3cncnc3)cc2O[C@H]1CN(C)C(=O)C1CC1 was read as BioA inh -0.4.
`COCC(=O)N1CCCCN2[C@@H](CO)[C@H](c3ccc(-c4cccc(C)c4)cc3)[C@@H]2C1` gave BioA inh -0.8.
Screening CCCNC(=O)C[C@H]1C[C@H]2c3cc(NC(=O)c4cccnc4)ccc3O[C@H]2[C@H](CO)O1 returned BioA inh 21.
For C[C@@H]1CN([C@@H](C)CO)C(=O)c2cc(NC(=O)CCC(F)(F)F)ccc2O[C@@H](C)CCCCO[C@H]1CN(C)C(=O)c1ccncc1 the results were BioA inh 2.0.
`CCS(=O)(=O)Nc1ccc2c(c1)C(=O)N(C)[C@H]1CC[C@H](CC(=O)N[C@H]3CCN(Cc4ccccc4)C3)O[C@H]1CO2` gave BioA inh -0.3.
For CN(C)C(=O)C[C@@H]1CC[C@H]2[C@@H](COC[C@@H](O)CN2C(=O)C2CCCC2)O1 the results were BioA inh -1.8.
`Cc1ccccc1-c1cnc2c(c1)C(=O)N([C@@H](C)CO)C[C@@H](C)[C@H](CN(C)C(=O)c1ccccc1)O2` gave BioA inh 0.3.
For C[C@@H]1CCCCO[C@H](CN(C)C(=O)NC2CCCCC2)[C@@H](C)CN([C@@H](C)CO)C(=O)c2cc(NS(C)(=O)=O)ccc2O1 the results were BioA inh 2.2.
For C[C@@H]1CCCCO[C@H](CN(C)C(=O)Nc2ccc3c(c2)OCO3)[C@H](C)CN([C@@H](C)CO)C(=O)c2cc(NS(=O)(=O)c3ccc(F)cc3)ccc2O1 the results were BioA inh -0.8.
For CC(C)NC(=O)N1CC[C@@H]2[C@H]1c1cc(C#Cc3ccccc3)ccc1N(C)[C@@H]2CO the results were BioA inh -1.1.

All compounds of this part (from the top)
Screening C[C@H](CO)N1C[C@H](C)[C@H](CN(C)S(=O)(=O)c2cn(C)cn2)OCCCC[C@H](C)Oc2ccc(NC(=O)Nc3ccc(C(F)(F)F)cc3)cc2C1=O returned BioA inh 3.7.
C[C@H]1CN([C@@H](C)CO)S(=O)(=O)c2ccc(-c3cncnc3)cc2O[C@H]1CN(C)C(=O)C1CC1 was read as BioA inh -0.4.
`COCC(=O)N1CCCCN2[C@@H](CO)[C@H](c3ccc(-c4cccc(C)c4)cc3)[C@@H]2C1` gave BioA inh -0.8.
Screening CCCNC(=O)C[C@H]1C[C@H]2c3cc(NC(=O)c4cccnc4)ccc3O[C@H]2[C@H](CO)O1 returned BioA inh 21.
For C[C@@H]1CN([C@@H](C)CO)C(=O)c2cc(NC(=O)CCC(F)(F)F)ccc2O[C@@H](C)CCCCO[C@H]1CN(C)C(=O)c1ccncc1 the results were BioA inh 2.0.
`CCS(=O)(=O)Nc1ccc2c(c1)C(=O)N(C)[C@H]1CC[C@H](CC(=O)N[C@H]3CCN(Cc4ccccc4)C3)O[C@H]1CO2` gave BioA inh -0.3.
For CN(C)C(=O)C[C@@H]1CC[C@H]2[C@@H](COC[C@@H](O)CN2C(=O)C2CCCC2)O1 the results were BioA inh -1.8.
`Cc1ccccc1-c1cnc2c(c1)C(=O)N([C@@H](C)CO)C[C@@H](C)[C@H](CN(C)C(=O)c1ccccc1)O2` gave BioA inh 0.3.
For C[C@@H]1CCCCO[C@H](CN(C)C(=O)NC2CCCCC2)[C@@H](C)CN([C@@H](C)CO)C(=O)c2cc(NS(C)(=O)=O)ccc2O1 the results were BioA inh 2.2.
For C[C@@H]1CCCCO[C@H](CN(C)C(=O)Nc2ccc3c(c2)OCO3)[C@H](C)CN([C@@H](C)CO)C(=O)c2cc(NS(=O)(=O)c3ccc(F)cc3)ccc2O1 the results were BioA inh -0.8.
For CC(C)NC(=O)N1CC[C@@H]2[C@H]1c1cc(C#Cc3ccccc3)ccc1N(C)[C@@H]2CO the results were BioA inh -1.1.
For OC[C@H]1[C@@H](c2ccc(C#CC3(O)CCCC3)cc2)[C@@H]2CN(Cc3cncnc3)CCCCN12 the results were BioA inh 0.4.
For CCNC(=O)Nc1ccc2c(c1)C(=O)N(C)[C@H]1CC[C@H](CC(=O)Nc3ccccc3F)O[C@@H]1CO2 the results were BioA inh 2.0.
`CN1CCN(C(=O)C[C@@H]2C[C@@H]3c4cc(NC(=O)Nc5ccccc5)ccc4O[C@@H]3[C@@H](CO)O2)CC1` gave BioA inh -2.2.
COc1ccc(S(=O)(=O)N(C)C[C@H]2Oc3ccc(NC(=O)NC(C)C)cc3C(=O)N([C@@H](C)CO)C[C@H]2C)cc1 was read as BioA inh -1.3.
For CNC(=O)C[C@@H]1CC[C@H]2[C@H](COc3ccc(NC(=O)c4ccc5c(c4)OCO5)cc3C(=O)N2C)O1 the results were BioA inh 1.6.
CO[C@H]1CN(C)C(=O)c2cc(NC(=O)C3CC3)ccc2OC[C@H](C)N(C(=O)CN2CCOCC2)C[C@@H]1C was read as BioA inh -2.7.
C[C@@H]1CN([C@@H](C)CO)C(=O)CCCn2cc(nn2)CO[C@@H]1CN(C)S(=O)(=O)c1cccc(F)c1 was read as BioA inh 0.5.
For O=C(Nc1ccc2c(c1)[C@@H]1C[C@H](CC(=O)N3CCOCC3)O[C@@H](CO)[C@@H]1O2)C1CCC1 the results were BioA inh -1.1.
For C[C@@H]1CCCCO[C@@H](CN(C)Cc2ccncc2)[C@@H](C)CN([C@@H](C)CO)C(=O)c2cc(NC(=O)Nc3ccc(F)cc3)ccc2O1 the results were BioA inh -2.2.
`CO[C@@H]1CN(C)C(=O)c2cc(NC(=O)Nc3ccccc3)ccc2OC[C@@H](C)N(C(=O)CC2CC2)C[C@@H]1C` gave BioA inh 0.5.
Screening COc1ccc(NC(=O)N(C)C[C@H]2OCCCC[C@@H](C)Oc3ccc(NS(=O)(=O)c4c(C)noc4C)cc3C(=O)N([C@H](C)CO)C[C@H]2C)cc1 returned BioA inh -0.4.
`CCS(=O)(=O)Nc1ccc2c(c1)C(=O)N(C)C[C@@H](OC)[C@@H](C)CN(Cc1nccs1)[C@H](C)CO2` gave BioA inh -2.0.
For C[C@H](CO)N1C[C@H](C)[C@H](CN(C)Cc2ccc(C(F)(F)F)cc2)OCCCC[C@H](C)Oc2ccc(NS(C)(=O)=O)cc2C1=O the results were BioA inh 2.3.
CO[C@@H]1CN(C)C(=O)c2ccc(NC(=O)C3CCOCC3)cc2OC[C@@H](C)N(C)C[C@@H]1C was read as BioA inh -0.3.
Screening COC(=O)C[C@@H]1CC[C@H]2[C@@H](COC[C@H](O)CN2CCC(F)(F)F)O1 returned BioA inh 0.1.
`COc1ccc(NC(=O)N(C)C[C@H]2OCCCC[C@@H](C)Oc3ccc(NS(=O)(=O)c4ccc(OC)cc4)cc3C(=O)N([C@@H](C)CO)C[C@@H]2C)cc1` gave BioA inh 1.4.
C[C@@H]1CCCCO[C@H](CN(C)C(=O)Nc2cccc3ccccc23)[C@@H](C)CN([C@H](C)CO)C(=O)c2cc(NC(=O)CCC(F)(F)F)ccc2O1 was read as BioA inh -0.5.
Screening C[C@@H]1CN([C@@H](C)CO)C(=O)c2cc(NC(=O)c3ccncc3)ccc2O[C@@H](C)CCCCO[C@@H]1CN(C)Cc1ccc2c(c1)OCO2 returned BioA inh -5.4.
For C[C@H](CO)N1C[C@H](C)[C@H](CN(C)CC2CCCCC2)OCCCC[C@H](C)Oc2ccc(NC(=O)CCC(F)(F)F)cc2C1=O the results were BioA inh 3.2.
`C[C@H](CO)N1C[C@H](C)[C@H](CN(C)S(=O)(=O)c2ccc(F)cc2)Oc2c(NS(=O)(=O)c3ccccc3)cccc2C1=O` gave BioA inh -2.3.
For COc1cccc(-c2ccc3c(c2)[C@@H]2[C@@H](CCN2S(=O)(=O)c2ccccc2F)[C@H](CO)N3C)c1 the results were BioA inh 3.5.
`CCC(=O)N1C[C@@H](O)COC[C@@H]2O[C@@H](CC(=O)NCc3cc(F)cc(F)c3)CC[C@H]21` gave BioA inh -2.9.
Screening C[C@@H]1CN([C@@H](C)CO)C(=O)Cc2cc(NS(=O)(=O)c3cn(C)cn3)ccc2O[C@@H]1CN(C)C(=O)NC1CCCCC1 returned BioA inh 0.7.
Cc1ccccc1-c1ccc([C@H]2[C@@H](CO)N3CCCCN(S(=O)(=O)c4ccc(F)cc4)C[C@@H]23)cc1 was read as BioA inh -2.1.
For COC(=O)C[C@@H]1C[C@@H]2c3cc(NC(=O)Nc4ccc(F)cc4)ccc3O[C@@H]2[C@@H](CO)O1 the results were BioA inh -0.9.
Screening C[C@@H]1CN([C@H](C)CO)C(=O)c2cc(NC(=O)C3CCCCC3)ccc2O[C@@H](C)CCCCO[C@H]1CN(C)Cc1ccc(C(F)(F)F)cc1 returned BioA inh 0.9.
Screening C[C@H]1CCCCO[C@H](CN(C)Cc2ccc(C(=O)O)cc2)[C@@H](C)CN([C@@H](C)CO)C(=O)c2cc(NS(=O)(=O)c3ccccc3)ccc2O1 returned BioA inh -2.0.
`C[C@@H]1CCCCO[C@H](CN(C)C(=O)Nc2cccc3ccccc23)[C@@H](C)CN([C@@H](C)CO)C(=O)c2cc(NC(=O)CCC(F)(F)F)ccc2O1` gave BioA inh 0.5.
For COCC(=O)Nc1ccc2c(c1)OC[C@@H](C)N(Cc1cccnc1)C[C@@H](C)[C@@H](OC)CN(C)C2=O the results were BioA inh -0.7.
`O=C(C[C@@H]1CC[C@H]2[C@@H](COC[C@@H](O)CN2C(=O)c2ccccc2)O1)Nc1ccccc1` gave BioA inh 0.3.
`CO[C@H]1CN(C)C(=O)c2ccc(NC(C)=O)cc2OC[C@@H](C)N(C(=O)CN(C)C)C[C@@H]1C` gave BioA inh -4.1.
For Cc1ccc(OC(=O)N(C)C[C@H]2OCc3ccccc3-c3ccccc3C(=O)N([C@@H](C)CO)C[C@@H]2C)cc1 the results were BioA inh -0.5.
Screening CCCNC(=O)Nc1ccc2c(c1)C(=O)N(C)[C@@H]1CC[C@H](CC(=O)O)O[C@@H]1CO2 returned BioA inh 7.7.
`C[C@@H]1CCCCO[C@@H](CN(C)S(C)(=O)=O)[C@@H](C)CN([C@@H](C)CO)C(=O)c2cc(NS(C)(=O)=O)ccc2O1` gave BioA inh -1.6.
CC(=O)N1[C@H](CO)[C@H](c2ccc(-c3cccc(F)c3)cc2)[C@@H]1CNC(=O)C1CC1 was read as BioA inh 2.0.
Screening C[C@H](CO)N1C[C@H](C)[C@@H](CN(C)Cc2ccncc2)Oc2ccc(NC(=O)Nc3ccc(F)cc3)cc2C1=O returned BioA inh 3.1.
`COc1ccc(S(=O)(=O)Nc2ccc3c(c2)C(=O)N([C@@H](C)CO)C[C@@H](C)[C@H](CN(C)Cc2ccc(Cl)c(Cl)c2)OCCCC[C@@H](C)O3)cc1` gave BioA inh -1.5.
Screening COCC(=O)Nc1ccc2c(c1)C(=O)N(C)[C@@H]1CC[C@H](CC(=O)NCc3ccccc3Cl)O[C@H]1CO2 returned BioA inh -2.1.
Screening COc1ccc(C#Cc2ccc([C@@H]3[C@H]4CN(S(=O)(=O)c5cn(C)cn5)CCCCN4[C@H]3CO)cc2)cc1 returned BioA inh -2.9.
CCCNC(=O)N1[C@H](CO)[C@H](c2ccc(-c3ccccc3)cc2)[C@@H]1CNC(C)=O was read as BioA inh -1.2.
For COCC(=O)NC[C@H]1[C@H](c2ccc(C3=CCCC3)cc2)[C@H](CO)N1C(=O)C1CC1 the results were BioA inh 3.1.
For COc1cccc(NC(=O)C[C@@H]2CC[C@@H]3[C@H](COc4ccc(NS(=O)(=O)c5cccc(F)c5)cc4C(=O)N3C)O2)c1 the results were BioA inh -3.7.
Cc1cccc(S(=O)(=O)N2C[C@@H](O)COC[C@H]3O[C@H](CC(=O)Nc4ccc(-c5ccccc5)cc4)CC[C@@H]32)c1 was read as BioA inh -0.5.
For C[C@@H]1CCCCO[C@@H](CN(C)C(=O)Nc2ccc3c(c2)OCO3)[C@H](C)CN([C@@H](C)CO)C(=O)c2cc(NS(=O)(=O)c3ccc(F)cc3)ccc2O1 the results were BioA inh 2.4.
CN1C(=O)c2cc(NC(=O)c3ccc(C(F)(F)F)cc3)ccc2OC[C@H]2O[C@H](CC(=O)NC3Cc4ccccc4C3)CC[C@H]21 was read as BioA inh -0.1.
C[C@H]1CN([C@@H](C)CO)C(=O)c2cc(NC(=O)Cc3ccccc3)ccc2O[C@H]1CN(C)Cc1ccc(-c2ccccc2)cc1 was read as BioA inh -1.8.
`CC(C)C(=O)Nc1ccc2c(c1)C(=O)N(C)[C@H]1CC[C@H](CC(=O)N[C@H](C)c3ccccc3)O[C@@H]1CO2` gave BioA inh 0.8.
`Cc1ccc(S(=O)(=O)Nc2ccc3c(c2)CC(=O)N([C@H](C)CO)C[C@@H](C)[C@@H](CN(C)S(=O)(=O)c2ccc(F)cc2)O3)cc1` gave BioA inh 2.7.
CO[C@@H]1CN(C)C(=O)c2ccc(NC(=O)C3CCOCC3)cc2OC[C@H](C)N(Cc2nccs2)C[C@H]1C was read as BioA inh -1.2.
For CC(C)NC(=O)Nc1ccc2c(c1)C(=O)N(C)[C@H]1CC[C@@H](CC(=O)NC3CCCCC3)O[C@H]1CO2 the results were BioA inh 9.4.
COc1ccc(-c2ccc3c(c2)[C@@H]2[C@@H](CCN2S(=O)(=O)c2ccccc2C)[C@@H](CO)N3C)cc1 was read as BioA inh 0.7.
Cc1ccccc1S(=O)(=O)N1CC[C@@H]2[C@@H](CO)Nc3ccc(-c4ccc(F)cc4)cc3[C@@H]21 was read as BioA inh 2.2.
`O=C(c1cccnc1)N1C[C@@H]2[C@H](c3ccccc31)[C@@H](CO)N2C(=O)CN1CCOCC1` gave BioA inh -3.5.
COc1ccc(S(=O)(=O)Nc2ccc3c(c2)C(=O)N([C@@H](C)CO)C[C@@H](C)[C@H](CN(C)C(=O)Nc2cccc4ccccc24)OCCCC[C@@H](C)O3)cc1 was read as BioA inh -3.3.
COc1cccc(C(=O)Nc2ccc3c(c2)C(=O)N(C)[C@@H]2CC[C@H](CC(=O)NCc4ccc(F)cc4)O[C@H]2CO3)c1 was read as BioA inh 0.5.
CN1c2ccc(-c3ccccc3F)cc2[C@@H]2[C@@H](CCN2C(=O)c2cccc(F)c2)[C@@H]1CO was read as BioA inh -7.0.
Screening CC(C)CC#Cc1ccc2c(c1)O[C@@H](CN(C)Cc1cccnc1)[C@@H](C)CN([C@H](C)CO)S2(=O)=O returned BioA inh 3.6.

This is a subset, so the mix of outcomes need not match the whole.
